ERb SRC1 inh: inhibitors of ERβ-SRC1 coactivator interaction, primary screen, biochemical, TR-FRET, ERβ LBD, SRC-1 peptide; Estrogen receptor beta (Homo sapiens), Q92731; TR-FRET ER-beta LBD / SRC1-Cy5 peptide binding; receptor agonist-loaded with 1 µM estradiol; inhibition, % at 25.6 µM; actives 1.3% (n = 86,000); AID 633, 2007;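 active = compounds whose percent inhibition of the receptor-coactivator binding signal exceeds about 50% in the single-dose screen, limit read from the data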;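 also: 0% = receptor plus peptide wells without compound and 100% = peptide-only wells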
Smad3 inh: Smad3/FoxH1 peptide binding inhibitors, primary screen, biochemical, TR-FRET | inhibition, % at 25 µM | AID 630, 2007 | Mothers against decapentaplegic homolog 3 (Homo sapiens), P84022 | actives 0.29% (n = 88,000) | TR-FRET Smad3/Dy647-FoxH1 peptide binding, europium anti-His;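 active = compounds that reduce the energy-transfer binding signal between the protein and its labelled peptide by more than half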;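 also: 0% = Smad3 plus labelled peptide maximal FRET and 100% = peptide-only background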
Target sequence (P84022 whole entry, looked up): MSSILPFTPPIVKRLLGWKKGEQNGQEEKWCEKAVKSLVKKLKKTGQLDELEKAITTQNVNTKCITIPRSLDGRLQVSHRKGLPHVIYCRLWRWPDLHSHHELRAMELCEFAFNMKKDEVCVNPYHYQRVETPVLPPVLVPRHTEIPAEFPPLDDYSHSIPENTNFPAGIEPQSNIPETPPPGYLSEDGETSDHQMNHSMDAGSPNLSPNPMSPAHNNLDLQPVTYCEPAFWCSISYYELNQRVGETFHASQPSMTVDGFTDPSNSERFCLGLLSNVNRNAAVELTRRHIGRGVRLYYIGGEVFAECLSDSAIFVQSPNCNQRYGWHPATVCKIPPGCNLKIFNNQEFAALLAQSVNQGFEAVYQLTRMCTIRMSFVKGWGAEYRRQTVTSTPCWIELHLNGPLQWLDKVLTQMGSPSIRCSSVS
ERa SRC1 inh: ERα–SRC-1 coactivator interaction inhibitors, primary screen, biochemical, TR-FRET, ERα LBD, estradiol-bound; Estrogen receptor (Homo sapiens), P03372; TR-FRET ER-alpha LBD / SRC-1 peptide; inhibition, % at 25.6 µM; actives 1.7% (n = 86,000); in the data active = inhibition above about 50%;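 also: 0% = receptor plus peptide control and 100% = peptide only without receptor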
Target sequence (P03372 whole entry, looked up, the tested form may be a part): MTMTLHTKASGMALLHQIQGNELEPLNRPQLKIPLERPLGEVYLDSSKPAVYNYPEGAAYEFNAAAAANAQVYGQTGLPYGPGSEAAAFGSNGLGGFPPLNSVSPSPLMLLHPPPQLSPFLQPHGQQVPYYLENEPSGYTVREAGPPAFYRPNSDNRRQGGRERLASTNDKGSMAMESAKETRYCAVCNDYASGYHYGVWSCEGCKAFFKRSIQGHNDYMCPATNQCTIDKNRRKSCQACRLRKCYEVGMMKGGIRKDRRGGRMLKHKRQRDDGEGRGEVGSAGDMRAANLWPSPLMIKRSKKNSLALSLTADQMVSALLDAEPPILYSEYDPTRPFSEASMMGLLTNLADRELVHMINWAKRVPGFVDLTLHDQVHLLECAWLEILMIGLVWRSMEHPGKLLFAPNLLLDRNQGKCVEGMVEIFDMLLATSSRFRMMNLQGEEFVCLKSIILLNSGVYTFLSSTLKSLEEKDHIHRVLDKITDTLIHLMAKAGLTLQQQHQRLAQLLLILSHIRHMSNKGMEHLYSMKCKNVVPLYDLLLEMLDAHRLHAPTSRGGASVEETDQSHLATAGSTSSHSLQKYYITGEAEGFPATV
H69AR growth 86K: proliferation blockers of H69AR lung cancer cells, primary screen, cell-based, human, 86K library; H69AR lung tumor viability, ATP luminescence, 72 h; stronger effect = lower value; viability, % at 10 µM; actives 6% (n = 85,000);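 active = viability at or below 40%; inactive = viability above 40%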;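 also: multidrug resistant small cell line overexpressing MRP-1 efflux transporter; 100% = mean luminescence of untreated control wells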
HUVEC prolif 384: inhibitors of HUVEC proliferation, primary screen, cell-based, 384-well | viability, % at 10 µM (by protocol) | actives 1.1% (n = 86,000) | CellTiter-Glo luminescence, 72 h; stronger effect = lower value;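 active = viability at or below 30%; inactive = viability above 30%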;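 also: 100% = median luminescence of DMSO-only cell control wells on each plate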
ERa coact pot: enhancers of ERα–SRC-1 coactivator binding, primary screen, biochemical, TR-FRET, ERα LBD, low estradiol | TR-FRET ERalpha-LBD/SRC-Cy5 coactivator binding, 2 h; 100 = basal binding, no effect | coactivator binding (% of control), % at 25.6 µM | actives 1.3% (n = 86,000); in the data active = activity above about 200%;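 also: binding measured in presence of low estradiol as agonist stimulus; 0% = peptide alone without receptor and 100% = receptor with peptide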
CD11b adhes enh: enhancers of CD11b/CD18 adhesion to fibrinogen, primary screen, K562 cells, luminescence; Integrin beta-2 (Homo sapiens) + Integrin alpha-M (Homo sapiens), P05107+P11215; ATPlite luminescence; activation, % at 10 µM; actives 0.07% (n = 93,000);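 active = 10 µM primary screen giving 50% or more activity, confirmed by 40% or more on retest at that dose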; also: strong numbers were not always called active
Lung fibro prol: antiproliferative effect on LL 47 fibroblasts – human, LL 47 cells, CellTiter-Glo luminescence, primary screen; LL 47 human lung fibroblast viability, ATP luminescence; stronger effect = lower value; viability, % at 10 µM; actives 1.1% (n = 85,000);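 active = viability at or below 50% in the single dose screen; inactive = viability above 50%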;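 also: compound exposure lasted 72 h before the ATP readout; 100% = median luminescence of untreated cell-only wells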
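material = human LL 47 lung fibroblast cells | dosing = compounds added from tenfold dosing solution, 0.1% DMSO final | timing = overnight cell rest, 72 h compound treatment at 37 °C | measured by = CellTiter-Glo luminescence measuring cellular ATP | evaluation = % viability versus median cells-only luminescence | control set = cell-only wells, no compound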
MT1-MMP txn act: MT1-MMP promoter reporter activation – cell-based, luciferase luminescence, primary screen. actives 0.16% (n = 86,000). activation factor at 10 µM. AID 750, 2007. HT1080 MT1-MMP promoter luciferase reporter, overnight; stronger effect = higher value;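 active = activation factor of at least 2 for MT1-MMP transcription at 10 µM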
* marks the source's active call; other numbers are inactive results; / = not tested or not shown; [ ] = another dose, or the depositor's remark.

Each structure is followed by: ERb SRC1 inh	Smad3 inh	ERa SRC1 inh	H69AR growth 86K	HUVEC prolif 384	ERa coact pot	CD11b adhes enh	Lung fibro prol	MT1-MMP txn act
- O=C(Nc1ccc(Cl)cc1)[C@@H]1[C@@H]2C(=O)N(c3ccc(Cl)cc3Cl)C(=O)[C@@H]2[C@H]2C=CC=NN21
→ -9	-11	-1[fluorescence artefact?]	95	80	108	71	94	1.4
- CC(C)c1ccc(NS(=O)(=O)c2ccc3[nH]cc(C(=O)N4CCC(C(N)=O)CC4)c(=O)c3c2)cc1
→ 13	6	43[fluorescence artefact?]	84	93	31	-1	102	1.3
- COc1cc2c(C#N)c(N3CCCCC3)nc(N)c2c(N)n1
→ 5[fluorescence artefact?]	33	14	44	53	103[fluorescence artefact?]	20	58	1.4
- Cc1cc(C)nc(CC(N)=O)n1
→ -3	8	-5	98	93	109	-3	98	1
- O=C(O)c1cccc(N2C(=O)CCC2=O)c1
→ -9	12	-8	102	87	100	/	99	1
- COc1ccccc1N1CCN(C(=O)c2ccccc2Oc2ccccc2)CC1
→ 0	-4	-1	71	91	88	2	96	1.1
- O=C(Nc1ccc(F)cc1)N1CCOCC1
→ -2	6	-10	105	89	108	-2	97	1.1
- Cc1occc1-c1nnc(SCC(=O)N2CCCc3ccccc32)n1Cc1ccco1
→ 14[fluorescence artefact?]	1	12[fluorescence artefact?]	85	85	87	-2	96	1
- Cc1csc(NC(=O)C2CCCN(S(=O)(=O)c3ccc4c(c3)oc(=O)n4C)C2)n1 (centres undefined)
→ -4	5	-5	86	108	119	-3	98	/
- Cn1cc(S(=O)(=O)N2CCN(C(=O)c3ccco3)CC2)c(=O)n(C)c1=O
→ -3	-4	-4	103	91	104	-3	95	1.2
- CS(=O)(=O)Nc1ccc(Br)cc1C(=O)c1ccccc1
→ -3	-1	-1	109	94	94[fluorescence artefact?]	0	96	1.1
- CC(=O)Nc1ccc(S(=O)(=O)NCc2ccc(C)cc2)cc1
→ 7	7	0	100	96	99	3	91	1
- CC1(C)Cc2c(c(-c3ccccc3)[nH]c(=O)c2C#N)CO1
→ 5	1	3	90	104	97	-1	97	1.1
- O=C1c2ccccc2C(=O)N1Cc1ccc2c(c1)OCO2
→ 7	-10	5	100	98	89	2	103	1.1
- c1ccc(N2CCN(c3ncccn3)CC2)cc1
→ 14	2	-4	91	108	108	0	101	1.4
- CCNc1c(N)c(=O)oc2ccccc12
→ -15	0	-10	91	98	99	0	103	1.1
- CC(C)(C)Nc1c(N)c(=O)oc2ccccc12
→ -3	3	-2	99	96	110	/	97	1.1
- O=C(N1CCOCC1)N1CCC(c2nc(-c3ccc(S(=O)(=O)N4CCOCC4)cc3)no2)CC1
→ 12	-9	-2	98	109	116	8	103	1.1
- Cc1ccc(C(=O)Nc2ncc(Cc3ccc(F)cc3)s2)o1
→ -1[fluorescence artefact?]	1	3[fluorescence artefact?]	89	30*	102	0	92	1.6
- COc1ccc(CC(=O)NCC2(c3ccc(OC)c(OC)c3)CCOCC2)cc1
→ -3	7	-3	93	102	111	0	102	1.1
- Cc1n[nH]c(C)c1S(=O)(=O)N1CCN(c2ccccn2)CC1
→ 4	-6	-11	97	99	110	1	96	1.3
- O=c1[nH]c2ccc(S(=O)(=O)N3CCN(c4ccccc4F)CC3)cc2s1
→ -7	3	-15	92	86	115	-7	92	1
- Cc1c(Cl)cccc1NC(=O)CCN1CCCC(C)C1 (centres undefined)
→ -4	7	-7	86	99	107	-3	99	1.1
- c1ccc(-c2noc(C34CC5CC(CC(C5)C3)C4)n2)cc1
→ 0	9	-3	93	109	128	4	98	1.2
- CC(=O)Nn1cnc2c(c1=O)C1(CCCCC1)Cc1ccccc1-2
→ -11	14[fluorescence artefact?]	-4	79	105	95	1	110	1.2
- O=C(CSc1ccc2nnc(-c3ccccn3)n2n1)N1CCN(c2ccccc2)CC1
→ 7	14	-2	79	89	111	2	103	/
- COc1cc2cc(C(c3nnnn3C(C)(C)C)N3CCc4ccccc4C3)c(=O)[nH]c2cc1OC (centres undefined)
→ -3	4	-5	55	90	103	0	93	1.1
- CCOc1cccc(N2C(=O)CC(NCc3ccc(S(N)(=O)=O)cc3)C2=O)c1 (centres undefined)
→ 10	-10	3	92	91	96	-5	100	1.1
- Cn1cccc1C(=O)NC(=O)COC(=O)Cc1coc2ccc3ccccc3c12
→ 50	2	40[fluorescence artefact?]	96	79	68	32	88	1.1
- COC(=O)c1c(NC(=O)c2nc3ccccc3s2)sc2c1CCN(C(C)=O)C2
→ 5[fluorescence artefact?]	5	-1[fluorescence artefact?]	44	4.2*	129[fluorescence artefact?]	77	3.4*	1.6
- NC(=O)c1ccccc1N/C=C/C(=O)c1ccco1
→ 45	0	24	95	86	81	-2	91	1.2
- O=C(c1ccco1)N1CCN(c2ccc(Cl)cc2)CC1
→ -4	2	6	94	124	121	/	102	1.6
- CCCCCCc1nnc(NC(=O)OCC)s1
→ 4[fluorescence artefact?]	4	4	107	100	106	7	100	1.1
- Cc1ccc(N(O)C(=O)OCCNC(=O)Nc2ccccc2)cc1
→ 9	9	4	79	90	99	-3	/	0.9
- O=C(c1ccccc1)c1ccncc1
→ -8	-2	-2	97	92	109	-1	100	1.1
- CCn1c(SCC(=O)Nc2nc(C)cs2)nnc1-c1ccco1
→ -9	2	-4	92	93	99	7	93	1.1
- COc1ccc(OC)c(NC(=O)CSc2ncnc3c2cnn3-c2ccccc2Cl)c1
→ -7	0	-4	48	88	97	/	92	0.9
- Cc1cc(NC(=O)CSc2ccc3nnc(-c4ccccn4)n3n2)no1
→ 49	18	27	94	97	81	7	95	1.3
- CC(=O)C(=Nc1ccc(Cl)cc1Cl)NNc1cccc(Cl)c1
→ -1	-14	0	91	104	97	-5	91	1
- O=C(c1ccc2c(c1)OCCO2)C1CCN(S(=O)(=O)c2cccc(F)c2)CC1
→ -5[fluorescence artefact?]	6[fluorescence artefact?]	-1[fluorescence artefact?]	74	84	126[fluorescence artefact?]	1	86	1.1
- Cc1c(C)[n+](=O)c(-c2ccco2)c(C)n1[O-]
→ 4	4	-5	98	96	122[fluorescence artefact?]	0	102	1.2
- O=S(=O)(c1cccc2c(S(=O)(=O)N3CCCC3)cccc12)N1CCCC1
→ -9	1	-3	96	104	109	/	95	1.4
- O=C1c2ccccc2S(=O)(=O)N1CC(O)COc1ccc(Br)cc1 (centres undefined)
→ 1	2	-2	102	95	88	0	97	1.2
- Cc1nc(SCn2nnc3ccccc3c2=O)nc(C)c1C
→ 8	6	-1	60	92	123	-1	/	1.1
- COc1ccccc1NC(=O)Cn1c(=O)n2nc(C)nc2c2ccccc21
→ -6	-6	0	84	86	125	1	94	1.3
- CC(=O)c1c(C(C)=O)c(C)n(C2CCCCC2)c1C
→ 1	1	-4	98	98	94	/	94	1.1
- C=CCNc1nc(C)nc(OC)n1
→ 0[fluorescence artefact?]	-13	26	94	108	114	-4	96	1.1
- CC1CCCN(S(=O)(=O)c2coc(C(N)=O)c2)C1 (centres undefined)
→ 5	7	-3	106	88	70	/	97	1.1
- CCNc1nnc(-c2ccncc2)s1
→ -16	-18	-9	87	89	105	/	101	1.1
- C=CCOC(=O)C1=C(C)Nc2nnnn2C1c1cccc(OC)c1OC (centres undefined)
→ 6[fluorescence artefact?]	-15	8	48	100	110	-5	88	1
- CCOC(=O)C1(C)NC(c2ccc(OC)cc2OC)C2C(=O)N(c3cccc(OC)c3)C(=O)C21 (centres undefined)
→ -3	9[fluorescence artefact?]	-4	93	105	116	-1	90	1.7
- COc1c(C)cc(Br)cc1C(=O)Nc1cccc(NC(=O)c2ccco2)c1
→ -5	3	-5	/	78	143	1	108	1.1
- CC(NC(=O)Nc1ncccn1)(C(F)(F)F)C(F)(F)F
→ -3[fluorescence artefact?]	-6	2[fluorescence artefact?]	105	98	127[fluorescence artefact?]	-3	102	1.1
- Cc1ccc(C(=O)N/N=C\c2cccn2C)cn1
→ 3	-11	5	100	106	100	-3	111	1.2
- CN(C)/C=C1\N=C(c2ccc3c(c2)OCO3)OC1=O
→ 17	-3	5	92	110	120[fluorescence artefact?]	/	93	1.3
- Cc1ccc(C2/C(=C(\O)c3ccc4c(c3)OCCO4)C(=O)C(=O)N2CCCN(C)C)o1 (centres undefined)
→ 8[fluorescence artefact?]	-10	2	87	96	105	-5	106	1.1
- O=C(O)CCCCCN=C1CCc2ccccc2N1
→ 6	-7[fluorescence artefact?]	13[fluorescence artefact?]	104	97	125	0	107	1.2
- O=C1c2ccccc2C(=O)N1CCc1nc(-c2ccccn2)no1
→ -4	9[fluorescence artefact?]	3	91	102	130	-3	107	1.3
- C=CCn1c2ccccc2c2nnc(SCC(=O)NC(C(=O)OC)C(C)C)nc21 (centres undefined)
→ -5	-14	-4	57	99	106[fluorescence artefact?]	6	94	1
- Cc1ccc(CNC(=O)c2ccc(Cn3nc(C)c(Cl)c3C)o2)cc1
→ 17	-11	31	96	107	137[fluorescence artefact?]	0	96	1.2

New compounds follow
Each structure is followed by: ERb SRC1 inh	Smad3 inh	ERa SRC1 inh	H69AR growth 86K	HUVEC prolif 384	ERa coact pot	CD11b adhes enh	Lung fibro prol	MT1-MMP txn act
- O=C1NC(Nc2nc3ccccc3s2)(C(F)(F)F)C(=O)N1C1CCCCC1 (centres undefined)
→ -1	0	-3	13*	58	91	0	84	/
- COc1ccccc1CNCc1cc(OC)c(OC)cc1OC
→ -16	3	-15	97	89	112	-1	96	1.1
- CCNC(=O)N1C(=O)C2(OCCO2)c2ccccc21
→ 1[fluorescence artefact?]	14	4[fluorescence artefact?]	98	93	136[fluorescence artefact?]	-6	103	1
- CCOc1ccc(C2N(c3cc(C)on3)C(=O)C3CCCN32)cc1OC (centres undefined)
→ -4	7	4	90	95	129	-1	98	1.2
- CC(NC(=O)c1ccc(C(C)(C)C)cc1)C(=O)O (centres undefined)
→ -1	2	-6	85	93	108	-1	96	1.3
- CCN(CC)CCNS(=O)(=O)c1ccc(Cl)cc1
→ -3	3	-11	94	96	120	-1	/	1
- CC(=O)Nc1ccc(S(=O)(=O)N2CCN(C(=O)N3CCOCC3)CC2)cc1
→ -18	7	-24	98	90	114	-3	98	0.9
- COc1ccc(NC(=O)c2sc(SCc3ccccc3)nc2N)cc1
→ -5	12	-3	78	95	91	-3	95	1.3
- COc1ccc(NC(=O)c2ccco2)cc1NC(=O)c1cccs1
→ -5	-4	-4	96	93	98[fluorescence artefact?]	2	97	1.1
- CCn1c(Cc2ccc(OC)cc2)nnc1SCC(=O)NC1CCCCC1
→ 3	-6[fluorescence artefact?]	2	97	95	115	-2	99	1

Shown with tabs: 2 of the compounds above.
SMILES	ERb SRC1 inh	Smad3 inh	ERa SRC1 inh	H69AR growth 86K	HUVEC prolif 384	ERa coact pot	CD11b adhes enh	Lung fibro prol	MT1-MMP txn act
C=CCn1c2ccccc2c2nnc(SCC(=O)NC(C(=O)OC)C(C)C)nc21 (centres undefined)	-5	-14	-4	57	99	106[fluorescence artefact?]	6	94	1
O=C(O)c1cccc(N2C(=O)CCC2=O)c1	-9	12	-8	102	87	100	/	99	1

Source: PubChem

A portion of the library; count on the stated rates, not on these rows.
